Screens from PubChem BioAssay.
TRHR PAM: allosteric enhancers of human TRH receptor | P34981 | TRHR cells, fluo-8 calcium fluorescence, EC20 TRH enhancement | enhancement, % at 2 µM | actives 0.66% (n = 360,000); in the data active = enhancement above about 30%; also: 0% is about no effect
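Enhancer read-out: after compound pinning and an initial kinetic agonist-mode read, an EC20 of TRH (10 nM final) was injected and fluo-8 calcium signal (Ex 480/Em 530) followed at 1 s/cycle for 100 cycles in TRHR-expressing cells.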
D2 antag: antagonists of human D2 dopamine receptor | P14416 | actives 2% (n = 340,000) | AID 485344 | HEK293 TREx D2 cells, calcium flux, dopamine EC80 | inhibition, % at 10 µM; in the data active = inhibition above about 30%; also: 0% is about no effect
Target sequence (P14416 whole entry, looked up): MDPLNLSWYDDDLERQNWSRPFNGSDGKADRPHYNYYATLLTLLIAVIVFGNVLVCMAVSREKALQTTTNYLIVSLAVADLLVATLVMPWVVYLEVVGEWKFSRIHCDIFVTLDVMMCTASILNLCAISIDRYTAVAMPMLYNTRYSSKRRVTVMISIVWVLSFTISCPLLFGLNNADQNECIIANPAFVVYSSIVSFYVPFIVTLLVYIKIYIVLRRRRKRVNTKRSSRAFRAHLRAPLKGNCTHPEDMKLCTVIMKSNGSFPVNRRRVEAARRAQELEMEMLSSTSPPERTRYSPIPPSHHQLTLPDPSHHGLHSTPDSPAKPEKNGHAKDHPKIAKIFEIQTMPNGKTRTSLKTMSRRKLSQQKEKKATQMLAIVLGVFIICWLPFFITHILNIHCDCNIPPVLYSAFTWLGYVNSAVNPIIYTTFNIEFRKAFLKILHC
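HEK293 T-REx D2 cells, tet-induced, calcium dye no-wash. Cpd pintool add, 180 s kinetic, then EC80 DA, 180 s kinetic. Ca flux read.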
TRHR ag: TRH receptor (human) agonism; P34981; TRHR cells, calcium flux fluo-8, FDSS agonist mode; activation, % at 2 µM; actives 0.18% (n = 360,000); in the data active = activation above about 30%; also: 0% is about no effect
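Steps: seed TRHR cells overnight; add fluo-8 no-wash Ca dye, RT 30 min–1.5 h; record 10 s baseline; pin-transfer compounds; monitor fluorescence 1 cycle/s for the agonist window. Calcium increases flag candidate agonists.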
D2 ag: agonists of human D2 dopamine receptor. P14416. activation, % at 2 µM. HEK293 T-REx D2 cells, calcium flux agonist mode. actives 0.53% (n = 340,000). AID 485358;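 active = activation over 3 SD above normal in the single-dose calcium agonist read, cut at about 30% in these data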; also: 0% is about no effect
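In this primary screen, compounds producing a positive calcium signal within 180 s of addition to tetracycline-induced, force-coupled HEK293 Trex D2 cells are flagged; cells are dye-loaded with a no-wash calcium kit beforehand.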
TrxR1 substrate: substrates of rat thioredoxin reductase 1; AID 588456; Potency, µM (highest dose often 114 µM), inactives show at the top dose activity change, negative = substrate turnover; actives 0.01% (n = 390,000); O89049; purified TrxR1 substrate turnover, NADPH consumption readout; also: potency is read from the fitted curve at half-maximal effect; % is scaled to controls: 0 for no effect and ±100 for the full control effect; nearly all actives have a fitted effect of over 50% in size
Target sequence (O89049 whole entry, looked up): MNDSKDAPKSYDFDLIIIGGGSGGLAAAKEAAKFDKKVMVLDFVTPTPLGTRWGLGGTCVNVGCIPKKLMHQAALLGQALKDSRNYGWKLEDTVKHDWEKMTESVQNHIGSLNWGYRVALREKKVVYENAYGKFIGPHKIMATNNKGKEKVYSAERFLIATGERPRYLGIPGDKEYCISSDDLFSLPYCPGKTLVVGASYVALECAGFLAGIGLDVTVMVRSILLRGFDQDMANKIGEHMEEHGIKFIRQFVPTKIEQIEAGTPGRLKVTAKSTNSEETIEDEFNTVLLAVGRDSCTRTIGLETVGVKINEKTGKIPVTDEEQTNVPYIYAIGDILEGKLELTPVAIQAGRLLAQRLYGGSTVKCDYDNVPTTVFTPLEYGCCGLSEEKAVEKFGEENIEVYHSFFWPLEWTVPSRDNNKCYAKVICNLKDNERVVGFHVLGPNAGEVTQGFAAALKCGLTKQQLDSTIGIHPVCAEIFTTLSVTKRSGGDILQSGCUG
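Rat TrxR1, dispensed at 90 nM, was prereduced with 400 uM NADPH (final) for 5 min at ~22 deg C, then incubated with compound 15 min before 400 uM selenite. A first-read NADPH fluorescence drop versus no-compound background flagged substrates.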
USP1 inh: USP1/UAF1 (human) deubiquitinase inhibition; O94782; recombinant USP1/UAF1, Ub-Rhodamine cleavage fluorescence; Potency, µM (doses to about 57.1 µM), for the others: at the highest dose activity change, negative = inhibition, usual class: inhibitors; actives 0.23% (n = 390,000); also: potency is read from the fitted curve at half-maximal effect; % is scaled to controls: 0 for no effect and ±100 for the full control effect; nearly all actives have a fitted effect of over 60% in size; inactives centre near -12
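Step one: compound is pinned into 1nM USP1/UAF1 in HEPES pH 7.8 buffer with TCEP. Step two: 15 min room-temperature incubation. Step three: Ub-Rho (150nM final) starts cleavage, tracked by fluorescence over six one-minute reads.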
Pin1 inhibitor: inhibitors of human Pin1; Potency, µM (titrated, usually from 115 µM), for the others: at the top dose activity, negative = inhibition, usual class: inhibitors; Pin1 FP peptide displacement, HiFluor488, 10 min; Q13526; actives 0.009% (n = 390,000); active = well fitted inhibition curve with a large enough effect in the polarisation, with a control signal flat, not every such curve was filed as active; inconclusive = small, poorly fitted or top-dose-only effect, or effect the other way, or a change in a side signal; inactive = no such curve, though single readings can be large or run the other way; the % refers to the polarisation; also: potency is read from the fitted curve at half-maximal effect; % is scaled to controls: 0 for no effect and ±100 for the full control effect
rTrxR1 inhibitor: blocks rat thioredoxin reductase 1. O89049. Potency, µM (doses to about 114 µM), inactives show at the highest dose activity change, negative = inhibition, actives largely listed as inhibitors. actives 1% (n = 390,000). recombinant rTrxR1, NADPH fluorescence consumption, selenite substrate; also: potency is read from the fitted curve at half-maximal effect; % is scaled to controls: 0 for no effect and ±100 for the full control effect; nearly all actives have a fitted effect of over 65% in size
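Rat TrxR1 (90 nM in the dispensed reagent) was pre-reduced with 400 uM NADPH for 5 min at room temperature, then incubated with compound for 15 min. After 400 uM selenite was added, NADPH fluorescence (Ex 340/Em 450 nm) was followed for 8 min.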
mIDH1 inhibitor: human IDH1 R132H inhibition; O75874; IDH1-R132H enzyme, NADPH consumption, diaphorase/resazurin fluorescence; Potency, µM (highest dose often 76.6 µM), inactives show top-dose activity change, negative = inhibition, actives largely listed as inhibitors; actives 0.093% (n = 390,000); AID 602179; also: potency is read from the fitted curve at half-maximal effect; % is scaled to controls: 0 for no effect and ±100 for the full control effect; nearly all actives have a fitted effect of over 65% in size
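IDH1-R132H (0.5 ug/mL dispensed) in pH 7.5 Tris buffer was preincubated 30 min with compound, then given a substrate mix of 0.016 mM NADPH and 2 mM alpha-KG for 80 min at room temperature; remaining NADPH was read by diaphorase/resazurin fluorescence.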
* = called active by the depositor; ? = inconclusive; . = not tested or not shown; [ ] = remark or other dose. Unless noted, calls follow the shape of the dose curve; as a rule, active = well fitted inhibition curve with a large enough effect; inconclusive = small, poorly fitted or top-dose-only effect; inactive = no such curve, though single readings can be large or run the other way. A portion of the library (hit frequency here may not be typical).

The line under a structure holds: USP1 inh, rTrxR1 inhibitor, Pin1 inhibitor, D2 ag, TRHR PAM, mIDH1 inhibitor, TRHR ag, D2 antag, TrxR1 substrate
> CCCc1cc(=O)oc2c(C)c(OCC(=O)NCCCN3CCOCC3)ccc12
  -15.5%, 16.3%[57.1 µM], -5.6%, ., -0.2, 5.9%, 0.3, 4.0, -5.5%[57.1 µM]
> CSCc1ccc(C(=O)N2CCCC(Nc3ccc(F)cc3)C2)o1 (stereo not drawn)
  -8.8%, -2.6%, -1.0%, -0.6, -7.6, -15.4%, -1.9, 1.0, -6.8%
> CCOC(=O)C1=C(C(C)=O)C(c2cccnc2)C(C#N)=C(N)O1 (stereo not drawn)
  -12.7%, ?, ?, ., -0.1, 4.6%, 0.8, ., -0.9%
> CC(Oc1ccccc1)C(=O)N1CCN(c2ccc(N3CCCCCC3)nn2)CC1 (stereo not drawn)
  -21.8%, 2.8%, 2.5%, 0.4, -5.1, 2.7%, -0.1, 10.2, 14.1%
> Cn1cccc1/C=C1\SC(=O)N(c2ccc(O)cc2)C1=O
  -9.5%, 2.8%, ?, -1.5, -2.3, 6.0%, -1.4, -3.0, 2.7%
> Cn1c(=O)n(C)c2cc(/C=N/NC(=O)c3ccc(Cl)cc3Cl)ccc21
  -23.8%, -14.5%, ?, -0.1, 2.0, 1.3%, -0.7, -3.3, -10.9%
> CC(=O)c1ccc(N2CCN(C(=O)c3ccco3)C(C)C2)c(F)c1 (stereo not drawn)
  -17.3%, -4.7%, -1.1%, 0.1, -2.5, 0.6%, -0.3, 13.1, -4.0%
> COCCCNC(=O)C1CCN(S(=O)(=O)N(CC(C)C)CC(C)C)CC1
  -0.6%, 19.5%, -6.4%, -0.9, -9.9, -6.7%, -1.0, -10.0, 5.0%
> COc1cccc(/C=C(/C#N)c2ccc(Cl)cc2)c1OCc1cccc(C(=O)O)c1
  -7.9%, 3.0%[57.1 µM], 0.0%, 0.8, -5.9, 1.6%, 0.5, 12.2, 9.4%[57.1 µM]
> O=C(CCN1C(=O)/C(=C\c2ccccc2Cl)SC1=S)Nc1cccnc1
  -23.1%, ?, 22.5%, -0.7, 1.8, 4.9%, -0.8, -6.4, -11.3%
> COc1cccc(C(c2sc3nc(-c4ccco4)nn3c2O)N2CCC(O)CC2)c1 (stereo not drawn)
  -11.8%, -1.3%[57.1 µM], -8.2%, 0.0, 3.6, 12.5%, -0.3, ., 0.6%[57.1 µM]
> C=CCNC(=O)C(=O)Nc1ccc2c(c1)N(S(=O)(=O)c1cccs1)CCC2
  -14.0%, -10.6%, -2.4%, 0.2, -5.3, 10.6%, 0.3, -7.2, -14.6%
> Cc1cccc(C(=O)NCCc2n[nH]c(=S)n2C)c1
  -12.8%, 1.9%, 10.9%, -2.0, 1.0, 0.0%, -0.6, -1.5, 2.9%
> CN1C(=O)S/C(=C\c2ccc(-n3cncn3)cc2)C1=O
  -1.5%, 14.5%, 0.2%, -0.9, 3.2, 11.3%, 1.3, -1.0, -6.0%
> COc1ccc(-c2csc3ncnc(N4CCN(c5ccccc5)CC4)c23)cc1
  -26.1%, 15.4%[57.1 µM], 17.3%, 0.4, -8.1, -4.6%, -1.1, -7.4, 5.7%[57.1 µM]
> CC(=O)/C(=N/Nc1ccccc1)N1CCOCC1
  -17.7%, -6.5%, 2.1%, -0.4, 7.6, 1.5%, 0.4, 5.1, -9.1%
> O=C(Nc1ccccc1)c1cccnc1N1CCOCC1
  -2.7%, 29.2%[0.457 µM], 2.9%, 2.3, 2.4, 2.9%, 0.9, -13.0, -1.7%
> O=C(NCc1ccc(Cl)cc1)C1=Cc2cc(Cl)ccc2OC1
  -10.6%, -3.3%, -2.1%, -1.0, -2.3, 2.3%, 0.4, -1.0, -5.5%
> CN(CCc1cn[nH]c1)Cc1nc(C(c2ccccc2)c2ccccc2)no1
  -13.1%, 8.5%[57.1 µM], -0.2%, 3.0, -17.0, 6.0%, 0.9, -11.2, -2.9%[57.1 µM]
> COc1ccc(C2SCCN2C(=O)c2ccc([N+](=O)[O-])cc2)cc1 (stereo not drawn)
  4.2%, 9.4%[57.1 µM], -9.5%, 0.6, -10.9, 1.8%, -0.9, 9.8, 4.5%[57.1 µM]

An excerpt from above, showing only USP1 inh:
Structure | USP1 inh
COc1cccc(C(c2sc3nc(-c4ccco4)nn3c2O)N2CCC(O)CC2)c1 (stereo not drawn) | -11.8%
C=CCNC(=O)C(=O)Nc1ccc2c(c1)N(S(=O)(=O)c1cccs1)CCC2 | -14.0%
Cc1cccc(C(=O)NCCc2n[nH]c(=S)n2C)c1 | -12.8%
CN1C(=O)S/C(=C\c2ccc(-n3cncn3)cc2)C1=O | -1.5%

Whole records as entered above:
CC(Oc1ccccc1)C(=O)N1CCN(c2ccc(N3CCCCCC3)nn2)CC1 (stereo not drawn) as listed: USP1 inh: -21.8%; rTrxR1 inhibitor: 2.8%; Pin1 inhibitor: 2.5%; D2 ag: 0.4; TRHR PAM: -5.1; mIDH1 inhibitor: 2.7%; TRHR ag: -0.1; D2 antag: 10.2; TrxR1 substrate: 14.1%
O=C(CCN1C(=O)/C(=C\c2ccccc2Cl)SC1=S)Nc1cccnc1 as listed: USP1 inh: -23.1%; rTrxR1 inhibitor: ?; Pin1 inhibitor: 22.5%; D2 ag: -0.7; TRHR PAM: 1.8; mIDH1 inhibitor: 4.9%; TRHR ag: -0.8; D2 antag: -6.4; TrxR1 substrate: -11.3%

(further entries)
The line under a structure holds: USP1 inh, rTrxR1 inhibitor, Pin1 inhibitor, D2 ag, TRHR PAM, mIDH1 inhibitor, TRHR ag, D2 antag, TrxR1 substrate
> Cc1nc(N2CCOCC2)nc(N2CCCCC2C)c1[N+](=O)[O-] (stereo not drawn)
  -15.9%, 13.9%, -1.2%, -1.1, 3.8, 4.8%, -0.8, 13.3, -1.4%
> CCCCCCc1nc2ccccc2c(=O)n1NC(=O)c1c(O)c2c(n(CC(C)C)c1=O)CCCC2
  -19.8%, 29.7%, -5.8%, -0.1, 4.9, 4.5%, -0.3, 2.8, 63.3%[activator]
> O=C(NC1CCN(Cc2ccc(F)cc2)CC1)c1ccccc1
  -4.0%, 11.3%[57.1 µM], -0.9%, -1.4, -2.1, 19.0%, -0.8, 114.8*, -8.1%
> O=C(O)c1ccc(-c2nc(-c3ccccc3)cs2)cc1
  -10.6%, -22.1%, 5.8%, 0.0, -4.2, 0.0%, -0.1, 29.3, 12.7%
> Cc1ccc(S(=O)(=O)CC2CSc3nnc(C)c(=O)n32)cc1 (stereo not drawn)
  -7.6%, 8.1%, -0.3%, 0.4, -0.6, 4.5%, 0.4, 15.7, -0.7%
> COc1ccc(-c2noc(CCC(=O)Nc3ccccc3Cl)n2)cc1OC
  8.8%, 17.9%, 19.9%, -1.1, 3.4, -12.4%, -1.3, ., -3.4%
> CC(C)(C)c1nc(CN2CCOCC2)ccc1O
  -1.5%, 6.7%, -10.5%, 0.2, -8.4, 2.7%, -0.3, -15.4, 0.2%
> Cc1c(C(=O)NCc2ccc3c(c2)cc(C)n3C)cccc1[N+](=O)[O-]
  -22.2%, 6.2%[57.1 µM], ?, 0.1, -0.4, 11.2%, -0.5, -12.5, -6.3%[57.1 µM]
> COc1cc2[nH]cc(C(=O)NCc3ccccc3)c(=O)c2cc1OC
  -18.2%, 14.6%, 17.2%, 0.9, -4.4, 11.1%, 0.1, 10.0, 1.6%
> CCOC(=O)C1(CCOC)CCN(Cc2ccc3nonc3c2)CC1
  -8.7%, 6.0%, 1.5%, 0.3, -7.4, 14.7%, 0.2, -1.9, -3.7%
> Cc1c(Cl)cccc1NC(=S)N1CCN(Cc2ccccc2)CC1
  -14.0%, -9.3%, -0.2%, -0.3, -2.4, -7.2%, 1.0, -0.2, -8.4%
> O=C1SCCc2c1n(Cc1ccccc1)c1ccccc21
  -19.0%, 8.1%, 9.4%, 0.9, -0.5, 7.0%, 0.2, 10.3, 6.1%
> CC(C)(C)OC(=O)C[C@H]1C/C=C\C[C@H](CC(=O)NCCO)C(=O)N[C@@H](c2ccccc2)COC1=O
  17.1%, 5.0%[57.1 µM], -2.7%, ., ., 0.8%, ., ., 8.1%[57.1 µM]
> CCCN(CCC)C(=S)NC1CC2C=CC1C2 (stereo not drawn)
  -15.0%, 15.8%, -8.0%, -0.8, 3.9, 6.3%, 0.1, 0.4, 4.6%
> CCOc1cccc(-c2c(C(=O)N/N=C(\C)c3ccccn3)nnn2-c2nonc2N)c1
  -21.0%, 1.1%, 2.8%, -0.3, -2.0, 1.9%, -1.0, -2.3, -4.2%
> O=C(CCc1nnc(CCCCc2ccccc2)o1)NC(c1cccnc1)C(F)(F)F (stereo not drawn)
  -14.4%, 10.8%, 2.6%, 0.7, 4.6, 3.8%, -0.2, 32.7*, 3.9%
> CCCOC1CCCN(Cc2nc(-c3cnccn3)no2)C1 (stereo not drawn)
  -23.9%, -8.3%, -2.5%, 0.4, 2.4, -12.5%, -0.2, -3.7, 2.2%

Copied from the list:
CCCN(CCC)C(=S)NC1CC2C=CC1C2 (stereo not drawn) | D2 antag = 0.4
CC(C)(C)c1nc(CN2CCOCC2)ccc1O | TRHR ag = -0.3
CCCOC1CCCN(Cc2nc(-c3cnccn3)no2)C1 (stereo not drawn) | D2 ag = 0.4
